From PubChem
dFosB act: mouse delta FosB homodimer activation; P13346; purified delta FosB, TAMRA-CDK5 oligo fluorescence polarization; percent of positive-control signal above neutral wells; activation, % at 25 µM; hit rate 0.99% among 340,000; AID 493131;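 active = mean activation above about 17%, with every replicate also reaching it, limit read from the data, passing the limit was not always enough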;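 note: fluorescence polarization rise as delta FosB binds a TAMRA Cdk5 AP-1 oligo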
Tat export inh: blocks Tat-dependent protein export in E. coli | inhibition, % at 10 µM | hit rate 0.036% among 340,000 | E. coli MC4100 TorA-mCherry Tat export, fluorescence;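 active = mean replicate inhibition at least 50% and at least half of replicates individually reaching 50%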;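 note: exported cargo escapes ClpAP degradation while cytoplasmic cargo is degraded and loses fluorescence; 0% = median of neutral control wells and 100% = median of NaSCN control wells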
V-ATPase pHluor: yeast V-ATPase proton transport regulation by pHLuorin. S. cerevisiae, pHLuorin cytosolic pH fluorescence. response, % at 10 µM. hit rate 0.37% among 350,000. AID 504577; in the data active = response mostly above about 7.3%, no sharp cut-off; inactive = mostly below about 5.4%; note: actives read high; inactives centre near 0; some compounds called inactive have numbers as strong as hits
RTF Ca sens act: increases calcium sensitivity of human cardiac regulated thin filaments; activation, % at 7.2 µM; hit rate 0.24% among 340,000; P19429+P45379; IANBD-labeled TnC RTF fluorescence at EC20 calcium; 0% EC20 calcium, 100% full calcium;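 active = activation above the mean over all tested compounds plus 3 SD, cut at about 30% in these data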;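 note: rise in fluorescence read as greater calcium sensitivity of cardiac thin filaments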
CAL PDZ FP-1: blocks peptide binding to the human CAL PDZ domain. purified CAL PDZ, TMR-peptide fluorescence polarization, 1 h. hit rate 0.92% among 300,000. inhibition, % at 24.9 µM. AID 602252;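 active = mean inhibition of at least 30% with at least half of replicates also reaching 30%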;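 note: 0% = DMSO neutral control and 100% = excess unlabeled competitor peptide PRC23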
CAL PDZ FP-2: human CAL PDZ-peptide interaction inhibition. Q9HD26. purified CAL PDZ, TMR-peptide fluorescence polarization, 1 h. inhibition, % at 20 µM. hit rate 0.02% among 330,000. AID 504414;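 active = highest replicate inhibition of at least 40%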;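 note: plate controls were DMSO neutral control wells for no effect and unlabeled competitor peptide control wells for full effect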
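Material: tagged CAL PDZ protein CerCALP, purified; buffer or medium: sodium phosphate/NaCl buffer pH 7.4 with TCEP, IgG, Thesit; also added: fluorescent TMR peptide probe; schedule: 1 h incubation at room temperature before polarization reading; technique: fluorescence polarization from S- and P-plane intensities, G-factor corrected; control set: unlabelled peptide and DMSO controls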
Wnt act: Wnt/beta-catenin pathway activation | Wnt/beta-catenin reporter cell assay, activator, plate reader | hit rate 1.2% among 300,000 | activation, % at 9.35 µM | AID 743398; in the data active = activation above about 30%, passing the limit was not always enough;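 note: 0% = neutral control wells and 100% = positive control wells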
MITF TRPM1 HTS: MITF TRPM1 promoter activation in melanoma cells; activation, % at 12.5 µM; hit rate 0.75% among 300,000; AID 588334; SK-MEL-5 TRPM1-promoter luciferase, 24 h; % of positive control, neutral wells = 0;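 active = mean activation of at least 80% with every replicate also reaching 80%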;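 note: 0% = neutral control wells and 100% = parthenolide positive control wells; values of inactives mirror those of a sister screen read the other way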
Rtt109 HAT inh: inhibitors of Candida albicans Rtt109/Vps75 histone acetyltransferase. hit rate 0.16% among 330,000. AID 540336. purified Rtt109/Vps75, ThioGlo CoA-SH fluorescence, 4 h. inhibition, % at 34.9 µM;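 active = inhibition of at least 50% in every replicate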
CDK5 inh: CDK5/p35 (human) kinase inhibition | hit rate 0.01% among 330,000 | inhibition, % at 10 µM | Recombinant CDK5/p35, ADP-Glo luminescence, 60 min;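 active = highest replicate inhibition of at least 50% and at least 75% of replicates reaching 50%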;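 note: plate controls were DMSO neutral control for no effect and GW8510 at 10 µM for full effect; many of its hits are not listed in these tables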
Target sequence (Q00535 whole entry, looked up): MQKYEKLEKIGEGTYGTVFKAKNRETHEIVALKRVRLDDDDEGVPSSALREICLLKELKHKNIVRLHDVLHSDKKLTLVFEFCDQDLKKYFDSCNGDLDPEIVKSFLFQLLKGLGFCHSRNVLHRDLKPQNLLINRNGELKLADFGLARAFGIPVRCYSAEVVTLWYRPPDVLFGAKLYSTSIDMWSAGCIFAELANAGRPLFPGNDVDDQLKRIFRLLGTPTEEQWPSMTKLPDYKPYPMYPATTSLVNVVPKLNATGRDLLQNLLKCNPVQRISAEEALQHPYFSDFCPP
Target sequence (Q15078 whole entry, looked up): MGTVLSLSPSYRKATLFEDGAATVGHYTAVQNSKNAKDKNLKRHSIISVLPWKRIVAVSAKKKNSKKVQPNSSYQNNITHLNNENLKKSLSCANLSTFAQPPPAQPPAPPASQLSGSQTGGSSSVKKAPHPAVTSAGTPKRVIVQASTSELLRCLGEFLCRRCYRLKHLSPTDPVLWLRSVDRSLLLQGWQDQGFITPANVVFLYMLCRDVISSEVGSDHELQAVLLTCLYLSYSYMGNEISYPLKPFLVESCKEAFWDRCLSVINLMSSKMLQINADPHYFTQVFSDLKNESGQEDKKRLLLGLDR
Numbers without * were called inactive; x = no result given.

Screens by letter – A = dFosB act; B = Tat export inh; C = V-ATPase pHluor; D = RTF Ca sens act; E = CAL PDZ FP-1; F = CAL PDZ FP-2; G = Wnt act; H = MITF TRPM1 HTS; I = Rtt109 HAT inh; J = CDK5 inh
COc1cc(OC)c([N+](=O)[O-])cc1/C=N/NC(=O)c1ccncc1
  A: 0.3	B: 4.0	C: -1.7	D: 1.4	E: x	F: -0.7	G: 2.1	H: -2.6	I: 9.9	J: 0.8

COc1ccc(CN2C(=O)c3ccccc3C(/C=N\OCc3ccc(F)cc3)C2=O)cc1 (stereo unspecified)
  A: -8.4	B: 1.0	C: -3.8	D: -3.9	E: x	F: -0.2	G: x	H: 12.4	I: -28.6	J: 0.2

COc1ccc(C2=NN(c3nc4ccccc4s3)C(=O)C2)cc1
  A: -14.3	B: -1.0	C: 5.9	D: 5.6	E: -3.5	F: -1.0	G: 7.7	H: -18.5	I: 3.1	J: -0.8

Cc1ccc(NC(=O)N2CCC(C(=O)NCC(C)C)CC2)cc1
  A: -9.3	B: -15.3	C: -4.0	D: 0.4	E: -4.3	F: 0.0	G: 9.2	H: x	I: -8.7	J: 0.8

CCSC1(SCC)N=C(N)C2(C#N)C(c3ccccc3)NC(C)=CC12C#N (stereo unspecified)
  A: 0.0	B: 11.0	C: 5.4	D: 0.0	E: 0.8	F: -0.6	G: 8.0	H: -5.5	I: -24.5	J: 0.1

Clc1ccc(COn2c(-c3ccccc3)nc3ccccc32)cc1
  A: -7.9	B: 22.6	C: -5.8	D: -5.3	E: -6.0	F: -2.0	G: x	H: 7.7	I: 4.4	J: 0.6

O=C(CN1CCOCC1)NNC(=S)Nc1ccc(Cl)cc1
  A: 7.8	B: -3.1	C: -0.5	D: -1.8	E: -2.2	F: 1.0	G: 3.5	H: -9.6	I: 9.6	J: 1.7

CC(=O)N1CCN(CCN(CC2C(C)C=C(C)CC2C)C(C)=O)CC1 (stereo unspecified)
  A: 0.8	B: 0.0	C: -4.0	D: -0.4	E: -5.1	F: -0.4	G: x	H: -11.7	I: 30.0	J: -0.3

COc1ccc(CC(=O)NCc2csc(-c3cccs3)n2)cc1OC
  A: -7.5	B: 10.8	C: 2.4	D: 23.8	E: 1.1	F: -2.9	G: 1.8	H: -5.4	I: -17.3	J: 0.7

Cc1nnsc1-c1c(C(=O)N2CCOCC2)c(C)nn1-c1ccc(Cl)cc1
  A: 4.5	B: 10.0	C: 0.8	D: 12.6	E: x	F: 0.6	G: -0.5	H: -1.1	I: 1.0	J: -3.3

N#CC1=C(N)Oc2n[nH]c(-c3ccccc3)c2C1c1cccnc1 (stereo unspecified)
  A: -11.2	B: -1.1	C: -0.6	D: -3.2	E: -4.6	F: 0.2	G: -1.7	H: -0.5	I: -5.1	J: 1.8

COc1ccc(OC)c(/C=C2\SC(=S)N(C(C(=O)O)c3ccccc3)C2=O)c1 (stereo unspecified)
  A: -1.5	B: 6.2	C: -1.0	D: 1.1	E: 0.1	F: -2.6	G: 3.6	H: 0.2	I: 65.5*	J: -0.3

COCCNC(=O)C(c1ccc(C)cc1)N(CCOC)C(=O)CCC(=O)Nc1ccccn1 (stereo unspecified)
  A: 1.4	B: -4.8	C: 0.5	D: -10.0	E: -5.3	F: -2.7	G: 1.3	H: 8.4	I: -14.3	J: -0.1

O=C(Nc1nnc(-c2ccc3c(c2)CCCC3)o1)c1c(F)cccc1F
  A: -4.6	B: -2.3	C: 3.0	D: -2.5	E: -0.8	F: -1.4	G: -0.2	H: 23.4	I: 2.5	J: -0.1

Cc1ccc(/C=C/C(=O)NC2CCS(=O)(=O)C2)cc1 (stereo unspecified)
  A: 1.3	B: -3.6	C: -2.1	D: -2.5	E: 0.2	F: -1.3	G: 1.5	H: 6.5	I: -1.5	J: 0.8

CCOC(=O)c1c(C)[nH]c(C(=O)COC(=O)/C=C/c2ccc(OCC#N)c(OC)c2)c1C
  A: -16.4	B: -8.5	C: 4.2	D: 1.4	E: 2.2	F: -1.2	G: -1.5	H: 7.2	I: 0.2	J: 2.1

CN(C)CCCNC(NC(=O)c1cccs1)C(Cl)(Cl)Cl (stereo unspecified)
  A: -0.1	B: -2.5	C: 1.0	D: 6.6	E: 0.9	F: 0.3	G: -4.1	H: 7.7	I: 7.1	J: 2.0

Cc1nc2c(cc1C(=O)N/N=C/c1ccc([N+](=O)[O-])cc1)c(=O)n(C)c(=O)n2C
  A: -6.8	B: -3.5	C: -4.5	D: 3.1	E: -6.4	F: 0.0	G: -1.3	H: 4.7	I: 11.2	J: 0.7

CC(C)C(=O)Nc1ncc(Cc2ccccc2Cl)s1
  A: -3.2	B: 6.0	C: 3.5	D: 0.3	E: -2.3	F: -2.4	G: -2.9	H: 10.8	I: 0.2	J: 10.4

Cc1cc(SCC(=O)c2ccc(Cl)cc2)nc(=O)[nH]1
  A: -1.6	B: -8.1	C: -1.0	D: -0.6	E: -3.4	F: -1.8	G: 40.1*	H: 21.4	I: 5.2	J: x

CCOC(=O)c1ccc(COC(=O)CCc2nc3ccccc3[nH]c2=O)o1
  A: -5.3	B: 0.1	C: -3.0	D: -1.0	E: -3.8	F: -1.6	G: -3.4	H: x	I: -2.6	J: -0.3

O=C1C=C(Nc2ccc(F)cc2)c2ccccc2C1=O
  A: -4.8	B: 2.5	C: 1.9	D: -3.7	E: 0.2	F: -0.4	G: 13.4	H: -95.6	I: -7.8	J: -1.1

C[C@@H](NC(=O)c1coc(=O)c(Br)c1)c1ccccc1
  A: -3.3	B: 3.5	C: 4.8	D: 1.9	E: -3.3	F: -1.3	G: x	H: 8.4	I: -3.0	J: -0.1

Cc1nnc(C)n1N
  A: 2.9	B: 3.4	C: 1.3	D: -0.6	E: x	F: -0.4	G: 0.5	H: -8.9	I: -9.5	J: -1.2

Quoted at random: 2 records from the list
Screens by letter – A = dFosB act; B = Tat export inh; C = V-ATPase pHluor; D = RTF Ca sens act; E = CAL PDZ FP-1; F = CAL PDZ FP-2; G = Wnt act; H = MITF TRPM1 HTS; I = Rtt109 HAT inh; J = CDK5 inh
Clc1ccc(COn2c(-c3ccccc3)nc3ccccc32)cc1
  A: -7.9	B: 22.6	C: -5.8	D: -5.3	E: -6.0	F: -2.0	G: x	H: 7.7	I: 4.4	J: 0.6

Cc1ccc(/C=C/C(=O)NC2CCS(=O)(=O)C2)cc1 (stereo unspecified)
  A: 1.3	B: -3.6	C: -2.1	D: -2.5	E: 0.2	F: -1.3	G: 1.5	H: 6.5	I: -1.5	J: 0.8

Part of the list above, field by field.
Molecule: N#CC1=C(N)Oc2n[nH]c(-c3ccccc3)c2C1c1cccnc1 (stereo unspecified)
- dFosB act: -11.2
- Tat export inh: -1.1
- V-ATPase pHluor: -0.6
- RTF Ca sens act: -3.2
- CAL PDZ FP-1: -4.6
- CAL PDZ FP-2: 0.2
- Wnt act: -1.7
- MITF TRPM1 HTS: -0.5
- Rtt109 HAT inh: -5.1
- CDK5 inh: 1.8

Molecule: COc1ccc(OC)c(/C=C2\SC(=S)N(C(C(=O)O)c3ccccc3)C2=O)c1 (stereo unspecified)
- dFosB act: -1.5
- Tat export inh: 6.2
- V-ATPase pHluor: -1.0
- RTF Ca sens act: 1.1
- CAL PDZ FP-1: 0.1
- CAL PDZ FP-2: -2.6
- Wnt act: 3.6
- MITF TRPM1 HTS: 0.2
- Rtt109 HAT inh: 65.5*
- CDK5 inh: -0.3

Molecule: COCCNC(=O)C(c1ccc(C)cc1)N(CCOC)C(=O)CCC(=O)Nc1ccccn1 (stereo unspecified)
- dFosB act: 1.4
- Tat export inh: -4.8
- V-ATPase pHluor: 0.5
- RTF Ca sens act: -10.0
- CAL PDZ FP-1: -5.3
- CAL PDZ FP-2: -2.7
- Wnt act: 1.3
- MITF TRPM1 HTS: 8.4
- Rtt109 HAT inh: -14.3
- CDK5 inh: -0.1

Molecule: O=C(Nc1nnc(-c2ccc3c(c2)CCCC3)o1)c1c(F)cccc1F
- dFosB act: -4.6
- Tat export inh: -2.3
- V-ATPase pHluor: 3.0
- RTF Ca sens act: -2.5
- CAL PDZ FP-1: -0.8
- CAL PDZ FP-2: -1.4
- Wnt act: -0.2
- MITF TRPM1 HTS: 23.4
- Rtt109 HAT inh: 2.5
- CDK5 inh: -0.1

Compounds were not picked by outcome. About 4.1% of those tested had a hit in this group.
